Screening results deposited in PubChem by several laboratories.
NPR2 activator: GC-B (human) receptor activation | P20594 | HEK293-GC-B cells, CNP EC30, cGMP TR-FRET; 0% at EC30 CNP, 100% saturating CNP | activation, % at 10 µM | actives 0.11% (n = 370,000) | AID 1920062;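 active means activation at 10 µM reaching about 35% in either raw or pattern-adjusted values, limit read from the data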
ADAM10 inh: inhibits human ADAM10; AID 720582; inhibition, % at 7 µM; recombinant ADAM10, EDANS/DABCYL FRET peptide cleavage, 3 h; O14672; actives 0.62% (n = 370,000);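 active means inhibition above a per-campaign cutoff equal to the mean of compounds falling between control-based bounds plus 3 SD, cut at about 20% in these data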;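 further: 0% = DMSO wells while the 100% control is not disclosed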
Target sequence (O14672 214-748 limits assumed): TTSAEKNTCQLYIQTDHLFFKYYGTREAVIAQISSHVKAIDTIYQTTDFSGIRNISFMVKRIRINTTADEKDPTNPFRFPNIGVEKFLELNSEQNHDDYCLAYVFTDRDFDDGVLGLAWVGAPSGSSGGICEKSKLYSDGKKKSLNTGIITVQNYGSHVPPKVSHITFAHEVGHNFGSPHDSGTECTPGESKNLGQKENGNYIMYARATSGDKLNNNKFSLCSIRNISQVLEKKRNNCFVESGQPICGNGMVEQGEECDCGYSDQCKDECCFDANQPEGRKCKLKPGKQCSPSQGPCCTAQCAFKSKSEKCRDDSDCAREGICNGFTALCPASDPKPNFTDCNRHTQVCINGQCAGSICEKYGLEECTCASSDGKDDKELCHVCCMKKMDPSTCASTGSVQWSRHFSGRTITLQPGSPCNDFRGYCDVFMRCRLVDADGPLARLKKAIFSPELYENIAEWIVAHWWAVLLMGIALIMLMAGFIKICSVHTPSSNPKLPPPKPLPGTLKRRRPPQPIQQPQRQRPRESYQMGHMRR
hcDAF12 agonist: H. contortus DAF-12 activation, primary screen; HEK293 hcDAF-12 lit1-tk-luc reporter, luminescence; 0% DMSO, 100% Δ7-dafachronic acid; activation, % at 6.8 µM; actives 1.4% (n = 370,000);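 active means activation above the mean of all tested compounds plus 3 SD, cut at about 5.5% in these data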;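 further: 100% = response to 3 µM Δ7-dafachronic acid high control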
GAA850 FXN act: increases GAA850 frataxin promoter reporter activity | actives 0.56% (n = 360,000) | activation, % at 6 µM | HEK293 lucGAA850 FXN promoter luciferase reporter, 24 h; percent of 10 µM SAHA response | AID 540364;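 active means activation above the average of all compounds screened plus 3 SD, cutoff fixed separately per campaign, cut at about 7.5% in these data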;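 further: 0% = DMSO wells and 100% = 10 µM SAHA wells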
GC-A act: GC-A (human) enzyme activation. P16066. HEK293 GC-A cells, cGMP TR-FRET, EC30 ANP; 0% at EC30 ANP, 100% saturating ANP. activation, % at 10 µM. actives 0.14% (n = 370,000); in the data active means activation above about 40%
HGIII-sPLA2 inh: Inhibits HGIII-sPLA2 liposome hydrolysis, primary screen. Q9NZ20. QFRET BODIPY PC-A2 liposome hydrolysis, fluorescence. inhibition, % at 12.2 µM. actives 0.56% (n = 370,000);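 active means inhibition above mean plus 3 SD of compounds lying within the high and low control bounds, cut at about 19% in these data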;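 further: 0% = median of test compound wells and 100% = no enzyme DMSO wells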
DAX1 inh-1: inhibitors of DAX1 repression of SF-1 activated StAR promoter | HEK293T StAR-luciferase reporter, SF-1/DAX-1 repression relief | AID 652010 | inhibition, % at 6.8 µM | actives 1.1% (n = 370,000);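 active means inhibition above the mean over all tested compounds plus 3 SD, cut at about 3.6% in these data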;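 further: 0% = DAX-1 cells with DMSO and 100% = cells lacking DAX-1 with DMSO; higher inhibition means more luminescence from relief of DAX-1 repression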
SMARCA2 activ: increases SMARCA2 function in MMTV reporter cells; MG213 cells, MMTV-luciferase reporter, dexamethasone, overnight; activation, % at 9.1 µM; actives 1% (n = 370,000); AID 652017; in the data active means activation above about 7.8%;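 further: 0% = vehicle wells and 100% = reference activator wells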
hgDAF-12 ag: hgDAF-12 agonism, primary luciferase screen. actives 1.8% (n = 370,000). HEK293 GAL4-hgDAF12 UAS-luciferase reporter, agonist luminescence; normalized to butyrate control. activation, % at 6.8 µM;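 active means activation above a cutoff set at the mean of all screened compounds plus 3 SD, cut at about 10% in these data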;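 further: 0% = DMSO wells and 100% = sodium butyrate wells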
DAX1 inh-2: inhibits human nuclear receptor DAX1 | AID 504766 | HEK293 Gal4-DAX1 luciferase reporter, luminescence | inhibition, % at 6.75 µM | actives 0.99% (n = 340,000);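 active means inhibition above the mean over all tested compounds plus 3 SD, cut at about 4.2% in these data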;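 further: 0% = DAX1-transfected cells with DMSO and 100% = empty-vector control cells with DMSO; inhibition shows as a rise in luminescence from relieved DAX1 repression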
Target sequence (P51843 207-470 limits assumed): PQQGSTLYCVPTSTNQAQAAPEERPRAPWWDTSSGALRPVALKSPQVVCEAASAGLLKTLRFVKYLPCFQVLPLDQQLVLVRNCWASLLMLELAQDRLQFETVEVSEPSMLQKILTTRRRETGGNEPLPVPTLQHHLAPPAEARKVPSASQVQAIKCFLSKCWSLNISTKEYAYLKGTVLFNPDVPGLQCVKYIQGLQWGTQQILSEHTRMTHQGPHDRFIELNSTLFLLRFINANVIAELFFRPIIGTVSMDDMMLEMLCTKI
ssDAF-12 act: activates DAF-12 receptor from parasite S. stercoralis. activation, % at 6.8 µM. actives 1% (n = 370,000). HEK293 ssDAF-12/GRIP1 lit1-tk-luc reporter, luminescence; % of 3 µM dafachronic acid response;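 active means activation above the mean over all tested compounds plus 3 SD, cut at about 0.9% in these data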;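 further: 0% = DMSO-only wells and 100% = 3 µM delta7-dafachronic acid wells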
An asterisk follows results filed as active; i = inactive; · = no result given. An unsorted share of the library (roughly 6.6% active in at least one column).

compound	NPR2 activator	ADAM10 inh	hcDAF12 agonist	GAA850 FXN act	GC-A act	HGIII-sPLA2 inh	DAX1 inh-1	SMARCA2 activ	hgDAF-12 ag	DAX1 inh-2	ssDAF-12 act
Cc1ccc(-c2nc(-c3nccc4ccccc34)oc2-c2ccccc2)cc1	-5.5	-61.3	7.7*	2.1	-5.5	0.9	2.6	3.9	17.2*	3.9	0.8
CCCCOC(=O)CN1C(=O)c2ccc(C(=O)OCCCC)cc2C1=O	-8.8	-6.6	-0.9	-0.7	13.9	8.1	0.3	0.2	0.6	-0.3	-1.4
COC(=O)c1cc(-c2ccccc2)on1	-8.3	11.4	0.1	1.2	18.8	4.1	-0.7	-3.9	1.8	-0.3	-0.7
CCOc1ccc(C(=O)NCC(=O)OCc2c(C)noc2C)cc1	-2.8	3.2	0.4	-0.9	4.3	-5.6	-0.2	-2.0	-0.8	3.5	-1.8
O=C(Nc1ccc(N2CCOCC2)cc1Cl)C1CCN(C(=O)OCc2ccccc2)CC1	-7.8	5.2	-0.5	-1.5	-3.9	-17.1	-0.5	-5.2	-3.5	-1.8	-1.8
CCCCN(C)CCCNC(=O)c1cc(-c2cccs2)nc2ccccc12	2.6	i	0.9	0.9	-3.5	-11.2	1.0	5.1	3.0	-0.2	-0.8
O=C(NCCc1c[nH]c2ccccc12)C1CCN(S(=O)(=O)c2ccccc2F)CC1	1.0	4.6	1.4	-1.6	-0.7	-57.7	-0.3	1.2	-1.1	2.3	-1.1
O=C(O)CCC(NC(=O)C1CCCN1C(=O)OCc1ccccc1)C(=O)O (stereo unspecified)	-0.8	-4.1	-0.6	2.4	1.8	1.2	0.6	-0.2	1.5	0.3	-1.2
Cc1sc(NC(=O)c2ccc(OCC(C)C)cc2)c(C(N)=O)c1-c1ccc(Cl)cc1Cl	0.3	3.5	-0.1	-0.4	1.8	1.0	-0.8	-0.9	-2.2	2.0	-1.3
CO[C@@H]1CN(C)C(=O)c2cc(NC(=O)Nc3cc(F)ccc3F)ccc2OC[C@H](C)NC[C@@H]1C	11.0	-1.6	1.4	·	-2.1	-7.1	0.6	-4.8	1.2	·	-1.1

(next part)
compound	NPR2 activator	ADAM10 inh	hcDAF12 agonist	GAA850 FXN act	GC-A act	HGIII-sPLA2 inh	DAX1 inh-1	SMARCA2 activ	hgDAF-12 ag	DAX1 inh-2	ssDAF-12 act
COc1ccc(NS(=O)(=O)c2ccc(NC(=S)NC(=O)CC(C)C)cc2)cc1	-6.4	15.7	-1.9	0.7	-7.3	-41.8	-1.1	-1.1	-1.0	0.2	-1.2
CN1OC[C@@H]2CN(C(=O)C(C)(C)C)[C@H](c3cccc(N4CCOCC4)c3)C[C@@H]21	2.4	-13.1	-0.9	0.0	6.4	13.5	0.4	-4.6	-0.8	0.2	-1.1
CCOC(=O)[C@]12CCCC=C1N(Cc1ccccc1)C(=O)[C@H](CC(=O)NCCCCc1ccccc1)C2	1.4	10.8	-0.6	·	-0.7	-4.2	0.2	1.6	1.2	·	-1.4
O=c1cc(-c2ccc(F)cc2)oc2ccccc12	-4.7	-5.5	1.5	5.0	-2.5	-6.5	0.6	5.2	8.7	1.7	-0.1
Cc1cc(NC(=O)CCN2CCC(C(N)=O)CC2)ccc1Br	5.8	-2.6	-1.5	0.8	-3.4	2.3	0.1	2.7	-0.2	0.1	-1.5
CCCn1c(C(=O)OC)cc2c1ccn2-c1ccc(F)cc1	-4.2	-7.5	-1.9	1.2	-2.0	-3.0	-0.9	2.2	0.7	-1.0	-0.8
COc1ccc(N2CCN(S(=O)(=O)c3cccc4nsnc34)CC2)cc1	-1.0	-7.3	-2.0	4.3	0.5	3.3	-0.7	-0.6	-1.5	-1.1	-1.7
O=C(OC(C(=O)NCc1cccs1)c1ccccc1Cl)c1ccco1 (stereo unspecified)	-11.5	0.2	-1.5	1.9	-10.8	-4.4	0.0	-2.8	2.5	0.6	-1.5
Cc1ccc(COC(=O)CCCN=C2NS(=O)(=O)c3ccccc32)cc1	-4.4	0.4	0.3	-0.9	-3.6	-6.3	-1.4	-3.5	-1.3	-2.0	-1.7
COc1ccc(NC(=O)C[C@H]2C(=O)N(Cc3ccccc3)C[C@@H]2Cc2ccccc2)cc1	2.5	3.5	-0.8	-2.9	0.9	-21.3	0.0	0.3	-0.9	-1.6	-1.4

(list continues)
compound	NPR2 activator	ADAM10 inh	hcDAF12 agonist	GAA850 FXN act	GC-A act	HGIII-sPLA2 inh	DAX1 inh-1	SMARCA2 activ	hgDAF-12 ag	DAX1 inh-2	ssDAF-12 act
CCCc1cc(-n2ccnc2)n2c(nc3ccccc32)c1C#N	1.8	-135.7	-1.4	-2.3	2.9	3.9	-1.7	0.2	3.5	-0.3	-1.4
Cc1ccc(NC(=O)CCNS(=O)(=O)c2ccc(OC(F)(F)F)cc2)c(O)c1	0.6	8.5	-0.5	3.3	2.3	-36.7	0.8	3.5	-1.4	0.1	-0.6
N#CC1=C(N)SC(N)=C(C#N)C1C1C=CCCC1 (stereo unspecified)	-2.8	-11.3	-0.1	-0.2	5.8	11.8	0.7	-4.6	-0.5	0.4	-0.8
COc1cccc(C(=O)N2CCC[C@H]2C(=O)N2CCC[C@H]2C(=O)NCc2ccccn2)c1	1.3	-5.8	-2.6	·	0.4	4.0	0.6	-4.8	4.8	·	-0.3
COc1ccc(C(=O)CSc2nnc(-c3cnccn3)n2Cc2ccco2)cc1	-12.0	3.1	-0.8	1.5	-8.9	-26.0	-0.1	-1.7	0.2	1.5	-1.2
O=C(/C=C/c1ccc(Br)o1)NCc1ccccc1	0.2	-3.8	1.9	2.6	-1.6	-6.6	-0.8	-0.5	2.8	0.1	-0.4
O=C(COc1ccc(Cl)cc1)Nc1ccc2c(c1)nc1n2CCOC1	2.2	-7.2	-2.0	0.2	2.0	-0.6	-0.2	-2.7	-0.3	-0.5	-1.3
COC(=O)[C@@H](NC(=O)NCCC1=CCCCC1)C(C)C	0.6	3.2	0.4	2.0	2.4	0.7	-0.1	-2.4	-2.2	0.3	-0.9
CCOC(=O)C(=O)Nc1nnc(C2CCCCC2)s1	0.9	2.4	-0.7	3.1	-1.2	-2.7	0.3	-2.5	1.6	0.0	-1.6
COCC(=O)N1CC[C@H]2[C@@H]1c1cc(-c3cccc(OC)c3)ccc1N(C)[C@H]2CO	-0.9	-22.3	-2.2	·	7.3	7.1	-0.8	-5.2	-2.5	·	-2.1

The list goes on:
compound	NPR2 activator	ADAM10 inh	hcDAF12 agonist	GAA850 FXN act	GC-A act	HGIII-sPLA2 inh	DAX1 inh-1	SMARCA2 activ	hgDAF-12 ag	DAX1 inh-2	ssDAF-12 act
Cc1ccc(C2CC(=O)Nc3sc(C(N)=O)c(N)c32)cc1 (stereo unspecified)	3.5	-5.3	-0.1	0.0	1.4	-1.1	-0.5	1.1	-1.9	-1.1	-1.0
O=C1CCN(Cc2ccc(O)cc2)CCN1[C@H](CO)Cc1ccccc1	-0.1	-2.1	-2.3	0.9	1.9	4.6	0.0	0.6	-1.1	1.6	-0.6
COc1cc(/C=C/c2ccc3cccc(OC)c3n2)c(O)c([N+](=O)[O-])c1	-2.9	-10.5	1.4	0.1	-0.7	10.9	0.0	-5.9	0.1	-0.4	-1.5
O=C1N(c2ccc(Cl)c(Cl)c2)CN(Cc2ccccc2)CN1n1cnnc1	-10.3	-1.3	-1.0	-0.3	-22.3	-5.3	0.1	-3.4	-1.6	-0.1	-0.9
Cc1ccc(S(=O)(=O)N(C)c2ccccc2C(=O)Nc2ccc(F)cc2F)cc1	7.6	-2.6	-2.4	1.6	-5.2	-4.7	-0.8	-1.4	-3.8	-2.2	-1.1
CN(C(=O)CCn1c(=S)oc2ccccc21)c1ccc(F)cc1	1.9	-9.0	-5.0	2.8	-4.5	-1.6	-1.4	-6.2	-4.0	-0.4	-3.0
O=C(Cc1cccs1)N/N=C/C=C/c1ccccc1	-0.3	-0.1	-0.9	-3.3	-1.2	1.3	0.0	3.0	-1.5	1.3	-1.3
COc1ccccc1-c1cccc2c3c([nH]c12)[C@@H]1C[C@H]2[C@@H](CN1CC3)[C@H](C)ON2C	5.7	-34.0	-0.7	·	0.2	1.8	-0.5	-0.8	0.9	·	-0.7
CC(NC(=O)CC(c1ccccc1)c1cc(Cl)ccc1O)c1ccccc1 (stereo unspecified)	-4.4	7.5	-2.3	-1.1	-22.8	-26.9	-0.4	-2.6	-2.7	-1.4	-1.2
Cc1ccc(N(C(=O)Cn2nnc3ccccc32)C(C(=O)NCc2ccccc2)c2ccccn2)cc1 (stereo unspecified)	-6.4	-2.8	-1.0	-1.2	-11.8	-8.8	-0.2	0.1	0.1	-1.0	-1.5

More compounds follow.
compound	NPR2 activator	ADAM10 inh	hcDAF12 agonist	GAA850 FXN act	GC-A act	HGIII-sPLA2 inh	DAX1 inh-1	SMARCA2 activ	hgDAF-12 ag	DAX1 inh-2	ssDAF-12 act
CN1c2ccccc2C(=O)/C(=C\Nc2ccc(F)cc2F)S1(=O)=O	3.4	-4.1	0.2	1.1	8.8	1.5	-0.4	-4.7	-2.0	0.9	-1.2
Cc1ccc(O)c(Nc2c3ccccc3nc3ccccc23)c1	-10.6	i	-0.7	1.8	-32.6	-7.8	-0.5	1.3	-1.7	-0.9	-0.6
C=CCn1c(C)c(/C=C/c2cc[n+](C)cc2)c2ccccc21	-3.7	12.2	-5.7	-2.8	-7.9	-23.1	-1.5	-3.8	-7.9	-3.3	-2.5
O=C1NCCO1	-3.0	1.3	-1.1	-0.4	-0.8	-2.7	1.6	-3.6	-3.3	0.9	-1.6
Cc1ccc(NC(=O)/C=C/C(=O)O)c([N+](=O)[O-])c1	6.0	2.1	2.0	-1.1	0.9	6.5	0.1	7.8*	-0.2	1.8	-0.8
CCOC(=O)c1c(C)c(C(=O)NCc2ccco2)c(C)n1C	0.8	5.3	-1.8	1.6	0.8	-0.3	-0.7	1.1	1.5	-1.1	-1.0
CCn1c(C)nc2cc(C(=O)N=Nc3c(O)[nH]c4c(C)cc(C)cc34)ccc21	9.5	1.2	-1.3	·	1.2	6.2	0.5	-0.9	1.4	·	-1.2
CCc1ccc(NC(=O)Cn2nc(C(F)(F)F)c3c2CCC3)cc1	2.7	3.1	-2.8	-2.9	-3.5	-6.1	-0.5	2.8	0.0	-1.1	-1.8
CCCCN(CC)S(=O)(=O)c1ccc(C(=O)N=c2sc3cc(NC(C)=O)ccc3n2C)cc1	6.8	-6.8	0.3	3.2	0.4	20.2*	0.8	-4.2	2.2	-0.8	-1.1
